Screening data (PubChem)
ER stress death – protection against thapsigargin ER stress killing – CSM14.1 cells, ATP luminescence, primary screen; hit rate 0.33% among 48,000; CSM14.1 thapsigargin ER stress survival; AID 1010, 2008; relative survival (cellular ATP), % at 15 µg/mL (by protocol);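 active means survival measured by cellular ATP above 50% at 15 µg/ml in the first screen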;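 further: cell death triggered by about 15 µM thapsigargin; ATP read 24 h after thapsigargin was added; plate controls were thapsigargin with DMSO for no effect and DMSO without thapsigargin for full effect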
Starred values were filed as active, the others as inactive. These rows are one share of the data; the hit share may differ from the screen's.

SMILES	ER stress death
O=C(O)CCCCCN1C(=O)C(=O)/C(=C(/O)c2ccccc2)C1c1ccc([N+](=O)[O-])cc1 (configuration not stated)	-4.2
NC(=S)N(C1=NCCCCC1)c1ccc(Br)cc1	-1.6
COc1ccc(/C=C/C(=O)NCCN2CCOCC2)cc1OC	6.9
COc1ccc(/C=C(\C#N)c2ccc([N+](=O)[O-])cc2)c(OC)c1	2.2
O=C(N/N=C/c1cccc(Cl)c1)c1ccncc1	6.7
Cc1cccc(C)c1NC(=O)c1ccc([N+](=O)[O-])cc1Cl	15.3
CCOCCOC(=O)C1=C(C)NC2=C(C(=O)CCC2)C1c1ccc(I)cc1 (configuration not stated)	6.0
O=C1N/C(=N/N=C/c2ccc3c(c2)OCO3)SC1c1ccccc1 (configuration not stated)	-0.6
COc1ccc(Br)cc1/C=C/C(=O)Nc1ccc(NC(=O)c2ccccc2)cc1	8.8
COc1cc(NS(=O)(=O)c2cccc([N+](=O)[O-])c2)cc(OC)c1	0.8
COc1cccc2cc(C(=O)Nc3cccc(C(C)=O)c3)c(=O)oc12	4.3
COc1ccc(/C=C/C(=O)NCCSCc2ccc(Cl)cc2)cc1	6.7
COc1cc(C=C2C(=O)NC(=S)NC2=O)cc(Br)c1OCCOc1ccc(C)c(C)c1	2.7
CCOc1ccc(-c2cc(C(=O)Nc3cccc([N+](=O)[O-])c3)c3ccccc3n2)cc1	-3.0
Cc1ccc(-c2ccc(OCC(=O)NCc3ccccc3)cc2)cc1	9.1
CSc1ccccc1NC(=O)c1cc2nc(-c3cccs3)cc(C(F)(F)F)n2n1	8.3
O=C(O)CC1S/C(=N/N=C/c2ccccc2O)N(c2ccc(O)cc2)C1=O (configuration not stated)	7.1
CCOC(=O)c1c(NC(=O)c2ccc(OC)c(OC)c2)sc(C(=O)N(CC)CC)c1C	10.7
CCOC(=O)COc1ccc2oc(=O)cc(C)c2c1	7.6
CCCCOc1ccc(N2C(=O)C3CC(C)=C(C)CC3C2=O)cc1 (configuration not stated)	5.5
CCn1c2ccccc2c2cc(CN3CCN(Cc4cccc(OC)c4)CC3)ccc21	2.6
C=CCN1C(=O)/C(=C\c2cc(Br)c(OCc3ccc(F)cc3)c(OC)c2)SC1=S	13.9
O=C(CSc1nnc(-c2ccccc2)c(-c2ccccc2)n1)N1CCOCC1	-1.2
CCOc1cc(/C=N/NC(=O)CSc2nnc(-c3ccccc3)n2-c2ccccc2)ccc1O	3.2
CN(C)c1ccc(/C=C2\SC(N3CCN(C(c4ccccc4)c4ccccc4)CC3)=NC2=O)cc1	-1.7

Nothing new here: an excerpt of the list.
SMILES	ER stress death
O=C(O)CCCCCN1C(=O)C(=O)/C(=C(/O)c2ccccc2)C1c1ccc([N+](=O)[O-])cc1 (configuration not stated)	-4.2
NC(=S)N(C1=NCCCCC1)c1ccc(Br)cc1	-1.6
COc1ccc(/C=C/C(=O)NCCN2CCOCC2)cc1OC	6.9

More compounds
SMILES	ER stress death
COc1cc(C(=O)N/C(=C/c2ccc(N(C)C)cc2)C(=O)Nc2ccc(C)cc2)cc(OC)c1OC	21.1
COc1ccc(C2CC(=O)C3=C(C2)Nc2ccccc2NC3c2cc(Br)ccc2OC)cc1 (configuration not stated)	8.5
COc1ccc(OC)c(NC(=O)c2ccccc2[N+](=O)[O-])c1	2.4
CC(=O)N1CCN(c2ccc(NC(=O)c3cc(Cl)ccc3Cl)cc2)CC1	12.4
CC12CCC(C(=O)N(c3cccc(O)c3)C1=O)C2(C)C (configuration not stated)	-2.4
COc1ccc2nc(NC(=O)Cc3ccccc3)sc2c1	22.5
Cc1ccc(C(=O)O)cc1NC(=O)CCCC(=O)O	6.1
Oc1[nH]c2ccccc2c1N=Nc1nc(-c2ccccc2)c2cc(Br)ccc2n1	4.5
O=C(N1CCN(c2ccc([N+](=O)[O-])cc2)CC1)S(=O)(=O)c1ccccc1	-0.3
CCCOc1cccc(NC(=O)c2ccc(C)o2)c1	5.9
CCOC(=O)C(=CNc1ccc(OC)c(OC)c1)C(=O)OCC	-5.6
CCN(CC)C(=O)CN(c1ccc(Oc2ccccc2)cc1)S(C)(=O)=O	8.8
COc1ccc(S(=O)(=O)NC(C)C2C3CC4CC(C3)CC2C4)cc1 (configuration not stated)	-3.0
O=C(C#Cc1ccccc1)Nc1ccc(Cl)cc1	0.2
O=C1c2ccc(-c3nc4ccccc4c(=O)o3)cc2C(=O)N1c1ccccc1[N+](=O)[O-]	3.4
COc1ccccc1C(=O)N1CCN(Cc2ccccc2Br)CC1	6.7
Cc1ccc(NC(=O)CN2CCOCC2)c(C(=O)c2ccccc2)c1	9.3
CCOC(=O)c1c(NC(=O)CC2SC(N)=NC2=O)sc2c1CCCC2 (configuration not stated)	8.5
Cc1ccccc1NC1(c2ccccc2Cl)C(=O)c2ccccc2C1=O	1.6
CC1=C(C(=O)OCC(F)(F)F)C(c2cccc(Cl)c2)NC(=O)N1 (configuration not stated)	3.9
COc1ccc(/C(N)=N/OC(=O)c2cccc([N+](=O)[O-])c2C)cc1OC	-0.5
Cc1occc1C(=O)NCCc1cccc(Cl)c1	-0.3
O=C(/C=C(/O)c1ccc(Cl)cc1)C(=O)Nc1ccccc1	-4.0
COc1ccc(OCCC(=O)c2ccc(OC)c(OC)c2)cc1	23.1
O=C(NC(=S)Nc1ccc(Cc2ccncc2)cc1)c1ccc(Cl)cc1	4.3

Carrying on.
SMILES	ER stress death
COc1ccccc1N1C(=O)c2cccc3c(N(C)C)ccc(c23)C1=O	3.8
CC(Sc1nc2ccc(Br)cc2c(=O)n1-c1ccccc1)c1ccccc1 (configuration not stated)	9.8
Cc1cc(C)nc(SCC(=O)Nc2ccc(Cl)cc2)n1	6.4
O=C(COc1ccccc1Cl)Nc1cccc(NC(=O)c2ccccc2)c1	3.2
NC(=O)c1cccc(NC(=O)c2ccccc2C(=O)O)c1	10.2
CCCOc1cccc(C(=O)Nc2scc(-c3ccc(C)cc3)c2C(=O)OC)c1	3.5
COc1cc(NC(=O)c2cc([N+](=O)[O-])ccc2N2CCCCCC2)c2ncccc2c1	3.8
O=C(NCCCN1CCOCC1)/C(=C/c1ccc(-c2ccc(Cl)cc2)o1)NC(=O)c1ccccc1	-2.6
COC(=O)C1=C(C)NC2=C(C(=O)CC(c3ccccc3)C2)C1c1ccccc1 (configuration not stated)	0.8
O=S(=O)(NC1c2ccccc2Oc2ccccc21)c1ccccc1	9.0
CCOc1ccc2nc(NC(=O)c3ccccc3C(=O)O)sc2c1	5.1
O=C(NCc1cccs1)C(=O)Nc1ccccc1	-0.6
Cc1cc(C(=O)N/N=C/c2c(Cl)cccc2Cl)n[nH]1	9.8
Cc1cccc(OCC(=O)Nc2cccc(C(F)(F)F)c2)c1C	2.7
COc1ccc(/C=C2\CCC/C(=C\c3ccc(OC)c(OC)c3)C2=O)cc1OC	0.7
CC(=O)N/C(=C/c1ccc2c(c1)OCO2)C(=O)NC(Cc1ccccc1)C(=O)O (configuration not stated)	11.1
Cc1ccc(/C(O)=C2\C(=O)C(=O)N(CCCC(=O)O)C2c2ccc3c(c2)OCO3)cc1 (configuration not stated)	6.1
COCCNC(=O)/C(=C\C=C\c1ccccc1)NC(=O)c1ccc(C)cc1	11.9
O=C(CC(c1ccccc1)c1ccccc1)c1ccc2c(c1)OCCO2	-14.9
COc1ccc(S(=O)(=O)CCc2nnc(-c3ccc(Br)cc3)o2)cc1	2.2
CC(=O)Nc1ccc(NC(=O)CSc2nc3ccccc3o2)cc1	4.8
Cc1cc(C=NNC(=O)CC#N)c(C)n1-c1ccc(Cl)c(Cl)c1	-3.8
O=C(Cc1ccccc1[N+](=O)[O-])N1CCN(c2ccc(F)cc2)CC1	0.5
COc1cccc(CN2CCN(C3CCC(C)CC3)CC2)c1 (configuration not stated)	-6.8
C/C(=C\C(=O)OC1CC(C)(C)NC(C)(C)C1)NC1CC(C)(C)NC(C)(C)C1	2.8

Three entries from above, with bars between the fields.
Structure | ER stress death
O=C(CC(c1ccccc1)c1ccccc1)c1ccc2c(c1)OCCO2 | -14.9
C/C(=C\C(=O)OC1CC(C)(C)NC(C)(C)C1)NC1CC(C)(C)NC(C)(C)C1 | 2.8
O=C(COc1ccccc1Cl)Nc1cccc(NC(=O)c2ccccc2)c1 | 3.2

The results go on:
SMILES	ER stress death
CCOC(=O)C1=C(O)/C(=C/c2cccc(OC)c2O)N=C1C	-0.9
CC1=CC(C)(C)N(C(=O)C(Cc2ccccc2)N2C(=O)c3ccccc3C2=O)c2ccccc21 (configuration not stated)	3.5
Cc1ccc(Cl)cc1NC(=O)CSc1nc2ccc([N+](=O)[O-])cc2s1	8.0
O=C(CCc1ccccc1)Nc1cccc(Cl)c1Cl	2.9
Cc1ccc2cccc(SCC(=O)Nc3ccc([N+](=O)[O-])cc3)c2n1	1.7
COc1ccc(CCNC(=O)c2ccc(C#CC(C)(C)O)cc2)cc1OC	7.1
CS(=O)(=O)N(CC(=O)Nc1ccc(I)cc1)c1cccc(Cl)c1	4.3
CCCOC(=O)c1c(-c2ccc(OCC)cc2)csc1N	-2.8
O=C(CSc1nc2ccccc2c(=O)n1CC1CCCCC1)c1ccc(Cl)cc1	6.8
Cc1onc(-c2ccccc2Cl)c1C(=O)Nc1cccc2cccnc12	7.5
O=C(O)CC(Cc1ccccc1)C(=O)O (configuration not stated)	-0.2
Cc1cc(C)cc(NC(=O)C2CC(=O)N=C(N)S2)c1 (configuration not stated)	-2.8
COc1ccccc1N=Cc1c(O)n(-c2ccccc2F)c(=O)[nH]c1=O	4.7
CCOc1c(C)cc2[nH]c(C)nc2c1C	2.1
COc1ccccc1N1CCN(C(=O)NC2CCCCC2)CC1	3.9
COc1ccccc1NC(=O)C1=C(C)NC(=O)NC1c1ccc([N+](=O)[O-])cc1 (configuration not stated)	0.3
Cc1ccc(C(=O)NCc2ccccn2)cc1[N+](=O)[O-]	-2.3
O=C(CSC1=NCCS1)Nc1cccc(C(F)(F)F)c1	-4.7
Cc1ccc(OCCSc2ncnc3nc[nH]c23)cc1	0.2
CC1=C(C(=O)OC2CCCCC2)C(c2ccc(O)cc2)C2=C(CCCC2=O)N1 (configuration not stated)	0.0
O=C(O)c1cc(NC(=O)c2ccccc2Cl)cc(C(=O)O)c1	8.6
Cc1ccccc1NC(=O)/C(=C\c1cccs1)NC(=O)c1ccc(C(C)(C)C)cc1	0.2
COc1ccc(CN2CCN(C3CCC(C)CC3)CC2)c(OC)c1 (configuration not stated)	-1.4
CCOC(=O)c1c(NC(=O)c2ccccc2)sc2c1CCC/C2=N/O	1.0
CCOC(=O)C1=C(N)OC2=C(C(=O)CCC2)C1c1cc(C)ccc1C (configuration not stated)	8.9

(next part)
SMILES	ER stress death
O=C1C2CC=CCC2C(=O)N1c1ccc(OCC(O)CN2C(=O)c3ccccc3S2(=O)=O)cc1 (configuration not stated)	0.8
COc1cc(/C=C2/C(=O)NC(=O)N(c3ccccc3F)C2=O)ccc1OCc1ccc(C(=O)O)cc1	3.7
COc1ccc(NS(=O)(=O)c2cc(C)ccc2C)cc1	-0.8
Cc1ccc(S(=O)(=O)c2nc(N)sc2Cl)cc1	-4.6
COc1ccccc1/C=N/NC(=O)C1CC(=O)N(c2ccccc2)C1 (configuration not stated)	1.7
O=C(/C=C/c1cccc([N+](=O)[O-])c1)NCCC12CC3CC(CC(C3)C1)C2	0.7
Cc1oc2ccc(OC(=O)c3ccc([N+](=O)[O-])cc3)cc2c1C(=O)OC(C)C	-0.6
CCOc1cc(/C=C2\C(=O)NC(=S)N(c3ccc(Br)cc3)C2=O)ccc1O	7.4
COc1ccc(S(=O)(=O)N/N=C/c2cn(Cc3ccccc3)c3ccccc23)cc1	-1.1
Cc1ccc(CCC(=O)Nc2ccc([N+](=O)[O-])cc2)o1	-7.7
O=P(CCCO)(c1ccccc1)c1ccccc1	3.3
CN1CCN(C(=O)c2nn3c(C(F)(F)F)cc(-c4ccco4)nc3c2Cl)CC1	5.7
Cc1ccc(-c2csc(NC(=O)c3ccc(C)c(C)c3)n2)cc1	-0.6
CCOC(=O)c1cnc(-c2ccccc2)nc1NC	9.4
O=S(=O)(c1ccc(Cl)cc1)c1ccc(Oc2ccc(Cl)cc2)cc1	-0.9
C=CCN1C(=O)NC(=O)/C(=C/c2cc(OC)c(OC(C)=O)c(OC)c2)C1=O	8.3
CCCC(C)NC(=O)Cc1ccccc1 (configuration not stated)	7.2
COC(=O)c1ccc(N2CCOCC2)c([N+](=O)[O-])c1	-0.1
CCOc1cccc(-c2nc3cc(OC)c(OC)cc3c(=O)o2)c1	1.6
Cc1ccc(N2C(=O)CC(N3CCN(c4ccccc4F)CC3)C2=O)cc1 (configuration not stated)	2.2
Cc1ccc(C2CC(C(F)(F)F)n3ncc(C(=O)Nc4ccc(C)c(C)c4)c3N2)cc1 (configuration not stated)	-1.6
CS(=O)(=O)c1ccc2nc(NS(=O)(=O)c3ccc(F)cc3)sc2c1	-2.3
CN(C)C1=C/C(=N/S(=O)(=O)c2ccccc2)c2ccccc2C1=O	21.7
Cc1nn2c3ccccc3n(C)c2c1C(=O)NN	-1.0
Cc1ccc(C)c(NC(=O)c2ccc(-c3cccc(Cl)c3C)o2)c1	2.5
O=c1c2ccccc2c(-c2ccccc2)nn1-c1cc(N2CCN(CCO)CC2)ccc1[N+](=O)[O-]	-4.0
Cc1ccc(-c2csc(NC(=O)c3cccc([N+](=O)[O-])c3)n2)cc1	9.4
O=C1NN(c2ccccc2)C(=O)/C1=C\c1cccs1	0.5
CC1=C(C(=O)OC(C)C)C(c2ccc(C)s2)NC(=O)N1C (configuration not stated)	3.4
O=C(CSc1ccccn1)Nc1ccc2c(c1)C(=O)c1ccccc1C2=O	0.1

Exported in markdown: five of the compounds above
| Compound | ER stress death |
| --- | --- |
| COc1ccc(NS(=O)(=O)c2cc(C)ccc2C)cc1 | -0.8 |
| Cc1ccc(S(=O)(=O)c2nc(N)sc2Cl)cc1 | -4.6 |
| COc1ccccc1/C=N/NC(=O)C1CC(=O)N(c2ccccc2)C1 (configuration not stated) | 1.7 |
| O=C(/C=C/c1cccc([N+](=O)[O-])c1)NCCC12CC3CC(CC(C3)C1)C2 | 0.7 |
| Cc1oc2ccc(OC(=O)c3ccc([N+](=O)[O-])cc3)cc2c1C(=O)OC(C)C | -0.6 |
